# Screening data from PubChem BioAssay.
# Cav32 inh – inhibitors of human Cav3.2 T-type calcium channel | O95180 | Cav3.2-expressing cells, Fluo-4 calcium fluorescence FDSS; active compounds read low | B-score at 10 µM | 100,000 tested, 4% active;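 active = single-dose well whose peak fluorescence ratio is a statistical outlier from its plate by either plate-standardised score or position-corrected B-score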
# The depositor's hits bear a star.
Cav32 inh | SMILES
-0.76 | O=C(Nc1ccc(-c2csc(Nc3cccc(C(F)(F)F)c3)n2)cc1)c1cc([N+](=O)[O-])cc(C(F)(F)F)c1
-5.5* | COc1ccc2c(c1)c(=O)c(C(=O)c1ccccc1)cn2Cc1ccc(C)cc1
1.1 | COc1ccc(CCn2c(N)c(S(=O)(=O)c3cccs3)c3nc4ccccc4nc32)cc1OC
-0.18 | c1nc(N2CCN(Cc3ccc4c(c3)OCO4)CC2)c2[nH]cnc2n1
0.1 | CC(C)N(C(=O)C(F)(F)F)C(C(=O)NC1CCCCC1)c1ccncc1 (stereo unspecified)
-0.32 | O=C(CN1C(=O)c2ccccc2C1=O)Nc1ccc(N2CCOCC2)cc1
0.52 | CCOCCCNC(=O)C1CCN(C(=O)Nc2ccc(C)cc2)CC1
-0.025 | CCCN1C(=O)/C(=C/c2cc(C)n(C)c2C)SC1=Nc1ccc(OC)cc1
-0.77 | CN1CCN(C(=O)c2ccc3ccccc3c2)CC1
0.02 | CCOc1cc(Cl)c(S(=O)(=O)NCc2ccccn2)cc1Cl
0.64 | Cc1cccc(C(=O)N[C@@H]2c3ccccc3C[C@@H]2O)n1
-0.14 | CN(C)c1ccc(C=NCCC2(O)CCOC(C)(C)C2)cc1 (stereo unspecified)
1.5 | COC(=O)c1nn(C23CC4CC(CC(C4)C2)C3)c2c1C(=O)N(c1ccc(F)cc1)C2=O
-2.5 | CCCCN(C(=O)c1c(C)[nH]c(C(=O)OCC)c1C)c1ccccc1
-0.46 | O=C1NCCN1CCNS(=O)(=O)c1ccc2ccccc2c1
-1.4 | CCOc1ccccc1-n1nnnc1SCC(=O)Nc1cc2oc3ccccc3c2cc1OC
0.069 | COc1cccc(NC(=O)NCc2cccn2C)c1
-0.3 | CC(=O)c1cc(C#N)c(SCc2ccc(F)cc2)nc1C
0.24 | CCOC(=O)COc1ccc(C)cc1-c1ccno1
0.25 | Cc1ccsc1C(C(=O)NC1CCCCC1)N(C(=O)c1csnn1)C1CC1 (stereo unspecified)
-0.8 | CCc1nc(Nc2ccc3c(c2)OCCO3)c2oc3ccccc3c2n1
1.8 | CCN(CC)S(=O)(=O)c1ccc(-c2nnc3sc4cccc(C)c4n23)cc1
-5.8* | N/C(=N\S(=O)(=O)c1ccc(Cl)s1)c1ccccc1
-0.84 | CC(C)C(=O)Nc1nc(-c2ccccc2)ns1
-2.4 | CN(C)S(=O)(=O)c1ccc(N2CCCC2)c(C(=O)NCc2ccc(Cl)cc2)c1
0.22 | CCN(CC)S(=O)(=O)c1ccc2c(c1)nc(CCC(=O)Nc1cccc(C(F)(F)F)c1)n2CC
-5.2 | O=C1CSC(c2ccccc2F)N1c1ccccc1 (stereo unspecified)
0.42 | Cc1cc(C(=O)Nc2ccc(S(=O)(=O)Nc3onc(C)c3C)cc2)cs1
-0.058 | CCOC(=O)C1CCCN(C(=O)C2CCN(S(=O)(=O)c3cccs3)CC2)C1 (stereo unspecified)
-0.36 | CCOC(=O)C1=C(COc2ccc(F)cc2Cl)NC(=O)NC1c1cc(C)ccc1C (stereo unspecified)

# An excerpt of these results, field by field:
CC(C)N(C(=O)C(F)(F)F)C(C(=O)NC1CCCCC1)c1ccncc1 (stereo unspecified)
  Cav32 inh: 0.1
O=C(CN1C(=O)c2ccccc2C1=O)Nc1ccc(N2CCOCC2)cc1
  Cav32 inh: -0.32
CCOCCCNC(=O)C1CCN(C(=O)Nc2ccc(C)cc2)CC1
  Cav32 inh: 0.52

# Back to the main list, repeating the 2 entries before the break.
Cav32 inh | SMILES
-0.058 | CCOC(=O)C1CCCN(C(=O)C2CCN(S(=O)(=O)c3cccs3)CC2)C1 (stereo unspecified)
-0.36 | CCOC(=O)C1=C(COc2ccc(F)cc2Cl)NC(=O)NC1c1cc(C)ccc1C (stereo unspecified)
0.12 | CCn1c(SCC(=O)NCc2cccs2)nnc1-c1ccco1
-1.1 | C=CCOC(=O)C1=C[C@@H](c2ccc(Br)cc2)C[C@@H](OCc2ccc(CO)cc2)O1
-1.4 | COc1ccc(CCN2C(=O)C3C4CC(C5C(C(=O)N/N=C\c6ccc(Cl)cc6)=NOC45)C3C2=O)cc1OC (stereo unspecified)
-8.4* | CC1CN=C(N(Cc2ccccc2)C(=O)Nc2ccccc2)S1 (stereo unspecified)
0.44 | O=C(Nc1ccccc1N1CCOCC1)c1cnccn1
-1.6 | COc1ccc2c(c1OC)C(=O)N(c1cccc(C(F)(F)F)c1)C2
-1.1 | O=C(Nc1nnc(-c2ccc(Cl)cc2)o1)Nc1ccccc1Cl
-0.035 | CN1CCN(c2ccccc2NC(=O)c2ccc(Br)o2)CC1
2 | Cc1cc(=O)oc2cc(OCC#N)ccc12
-1.5 | Cc1ccccc1Cn1c(-c2cncs2)nc2ccccc21
-1.1 | COCCCN(C(C)=O)c1nc(-c2ccccc2)cs1
0.25 | O=C(Nc1ccc(Cl)cc1Cl)c1n[nH]c(Cn2cncn2)n1
-0.26 | Cc1ccc(OCCCCn2ccnc2)c(Cl)c1
0.027 | O=[N+]([O-])c1nn(-c2ccc3c(c2)OCCO3)n(O)c1=NCCCO
0.26 | Cc1cccc(C)c1NC(=O)CSc1nnc(C)n1-c1ccccc1
-0.47 | COc1cc(/C=N/NC(=O)c2cccs2)ccc1OCc1ccccc1
0.76 | Cc1nn(-c2ccccc2)c(C)c1C(=O)OCC(=O)N1CC(=O)Nc2ccccc21
0.18 | CCOC(=O)CC(=O)CSCC(=O)Nc1ccc(C)cc1
-3.9 | COc1ccccc1-c1cc(C(=O)NCc2ccccc2)no1
0.02 | C=CCOc1cccc(C2C(C(=O)c3ccco3)=C(O)C(=O)N2Cc2ccncc2)c1 (stereo unspecified)
0.019 | Cc1ccc(-n2c(SCC(=O)NCC3CCCO3)nc3c(c2=O)SCC3)cc1 (stereo unspecified)
-0.76 | CCOC(=O)c1cnc2cc(-c3ccc(Cl)cc3)nn2c1N
0.28 | CCOC(=O)C(=O)Nc1ccc(S(=O)(=O)Nc2ncccn2)cc1
0.34 | O=C(CSc1nnc(-c2ccc(F)cc2)o1)Nc1ccc(S(=O)(=O)N2CCCC2)cc1
-0.32 | CCSc1nnc(NC(=O)Cc2ccc(OC)c(OC)c2)s1
-0.83 | N#CC(c1ccc(F)cc1)c1ccc(C(=O)c2ccccc2)cc1 (stereo unspecified)
0.3 | COc1cccc(OCCCCCCN2CCOCC2)c1
-2.1 | COc1ccc2c(c1OC)C(=O)N1c3ccccc3C(=O)N(c3ccccc3F)C21 (stereo unspecified)
-1.2 | O=C1S/C(=C/c2ccc(N3CCOCC3)o2)C(=O)N1Cc1ccc(F)cc1
0.059 | COc1ccc(CN(C)c2ncnc(N)n2)cc1

# Continued; the last 3 above are carried over.
Cav32 inh | SMILES
-2.1 | COc1ccc2c(c1OC)C(=O)N1c3ccccc3C(=O)N(c3ccccc3F)C21 (stereo unspecified)
-1.2 | O=C1S/C(=C/c2ccc(N3CCOCC3)o2)C(=O)N1Cc1ccc(F)cc1
0.059 | COc1ccc(CN(C)c2ncnc(N)n2)cc1
0.89 | CC(C)NC(=O)c1onc(CSc2cccc(F)c2)c1C(=O)O
-0.24 | CCOC(=O)CNS(=O)(=O)c1cc(-c2nn(C)c(=O)c3ccccc23)ccc1C
-1.5 | COc1ccc(N2CCN(Cc3cc(=O)oc4ccc5ccccc5c34)CC2)cc1
-1.5 | COc1ccc(C(=O)c2ccc(OC)c3cccc(O)c23)cc1OC
1.2 | COc1ccc(CC(=O)NCCN2CCCC2)cc1
0.096 | CCCC1CCC(C2=N/C(=C\c3ccc(OC)c(OC)c3)C(=O)O2)CC1 (stereo unspecified)
-0.82 | COc1cc(/C=C(\C#N)c2nc3c(s2)CCCC3)ccc1O
0.35 | CCCCC1=CC2=CC(=O)C(C)(OC(=O)CC)C(=O)C2=CN1CCN1CCOCC1 (stereo unspecified)
0.21 | CCc1ccc(OCCNC(=O)c2ccc(S(=O)(=O)N(C)C)cc2)cc1
1.1 | COC(=O)C(C)NC(=O)C1CCCN1S(=O)(=O)c1cc(C)c(Cl)cc1C (stereo unspecified)
0.2 | CCOC(=O)COc1ccc2c(c1)C(=O)CC(C)(c1cccnc1)O2 (stereo unspecified)
0.84 | Cc1cccc(NC(=O)C2CCN(S(=O)(=O)c3cccc4cccnc34)CC2)n1
0.93 | Cc1nn(C)cc1CN(C)C(=O)c1sc2cccc(Cl)c2c1Cl
0.41 | CCCCNc1nc2c(c(=O)[nH]c(=O)n2C)n1CCOc1ccccc1
1.3 | Nc1nc2n(n1)C(c1c(F)cccc1Cl)CC(c1ccc(F)cc1)N2 (stereo unspecified)
-1.2 | CCOC(=O)c1c(C)[nH]c(C)c1C(=O)COC(=O)CNC(=O)c1ccc(OCC)cc1
-0.36 | N#Cc1c(N)sc2c1CCN(C(=O)OCc1ccccc1)C2
0.69 | CCCSc1nnc(-c2c[nH]c3ccccc23)n1C
0.026 | CCN(CC)Cc1c(C(=O)OC(C)C)nnn1-c1nonc1N
-2.1 | CCN(CC)S(=O)(=O)c1cccc(C(=O)OCC(=O)C23CC4CC(CC(C4)C2)C3)c1
-2.2 | Cc1cc(C)cc(OCC(=O)Nc2cccc(-c3nnc(-c4ccco4)o3)c2)c1
1.1 | CC1=CCC2(CO)COC(c3ccccc3O)C1C2 (stereo unspecified)
3 | CCOC(=O)C1=C(C)NC(=O)NC1c1c(C)nn(-c2ccccc2)c1Cl (stereo unspecified)
0.12 | COc1ccc(-c2cc(C(F)(F)F)n3nc(C)cc3n2)cc1
0.38 | CCOC(=O)C1=C(NC(=O)c2ccc(Br)o2)Nc2ccccc2N=C1
0.58 | Cc1ccc(C(c2sc3ncnn3c2O)N2CCCCC2)cc1 (stereo unspecified)
-0.31 | CS(=O)CSc1nc2c(cc1C#N)CCCC2 (stereo unspecified)
-3.7 | Cc1cc(C(=O)CSc2nnc(-c3cccs3)n2Cc2ccccc2)c(C)n1C
-0.02 | COc1cc(OC)cc(C(=O)NCCn2ccc3ccccc32)c1
0.47 | O=C(CN(CC1CCCO1)C(=O)CCC(=O)Nc1nccs1)NCC1CCCO1 (stereo unspecified)

# An excerpt of these results, with tabs.
molecule	Cav32 inh
O=C(Nc1ccccc1N1CCOCC1)c1cnccn1	0.44
COc1ccc2c(c1OC)C(=O)N(c1cccc(C(F)(F)F)c1)C2	-1.6
O=C(Nc1nnc(-c2ccc(Cl)cc2)o1)Nc1ccccc1Cl	-1.1
CN1CCN(c2ccccc2NC(=O)c2ccc(Br)o2)CC1	-0.035
Cc1cc(=O)oc2cc(OCC#N)ccc12	2

# More entries.
Cav32 inh | SMILES
-0.68 | CC(=O)Nc1ccccc1-c1nn[nH]n1
0.099 | Cc1noc(C)c1S(=O)(=O)N1CCC(C(=O)Nc2ccc(OC(F)(F)F)cc2)CC1
-2.4 | CCOc1ccc(-c2nnc(N(CC)C(=O)C3CCC3)s2)cc1
-1 | COC(=O)C1=C(C)N(Cc2ccccc2)C(=O)N[C@H]1c1ccc(Br)cc1
-0.4 | S=C(NC1CCCCC1)c1ccc2c(c1)OCO2
0.15 | O=C(Nc1ccc(N2CCCCC2)cc1)c1cccnc1Cl
-1.8 | CCOc1ccc(N(CC(=O)NC2CCCC2)C(=O)CCC(=O)Nc2ccccn2)cc1
-0.51 | O=c1cc(-c2cccs2)oc2ccc(Cl)cc12
0.27 | O=C(NCc1ccccc1)c1cc(-c2ccco2)on1
-1.8 | CC(C)(C)C(=O)N1CCN(c2c(Cl)cccc2[N+](=O)[O-])CC1
-0.87 | COc1ccc(CNC(=O)CSc2nc(-c3ccccc3)cc(-c3cccs3)c2C#N)cc1
1.2 | CCOC(=O)CSc1nc2ccccc2n1CC(=O)N(C(C)C)C(C)C
-0.88 | CSc1ccccc1NC(=O)c1cnc2scc(C)n2c1=O
-0.26 | CCOC(=O)c1ccc(NC(=O)C(C)N2C(=O)c3ccccc3C2=O)cc1 (stereo unspecified)
-0.034 | Cc1ccccc1N(CC(=O)NCC1CCCO1)C(=O)C1(C)CC(=O)N=C2C=CC=CN21 (stereo unspecified)
0.57 | CCN(CC)C(=O)CSc1ncnc2c1nnn2-c1ccc(OC)cc1
-0.25 | COc1ccc(OC)c(N2C(=O)CC(C(C)c3ccccc3)C2=O)c1 (stereo unspecified)
-2.1 | COc1ccccc1CNC(=O)c1ccc(-c2ccccc2Cl)o1
0.051 | O=C1CN(S(=O)(=O)c2ccccc2)CC(=O)N1CCc1ccccc1
-1.7 | Cc1ccc(-c2noc(CCC(=O)N3CCCc4ccccc43)n2)cc1
-3.6 | CC(Sc1nc(-c2ccccc2)cc(C(F)(F)F)n1)C(=O)Nc1sc2c(c1C#N)CCC2 (stereo unspecified)
-0.71 | CCN(CC)S(=O)(=O)c1cccc(-c2nnc(-c3ccc(C)cc3)o2)c1
-0.051 | OCC#CCSc1nnc(-c2ccc(Br)cc2)o1
0.18 | COc1ccccc1NC(=O)Cc1noc(CSc2nnc(N)s2)n1
0.18 | CCOC(=O)C1CCCN(C(=O)c2sc3nc(C)nc(N(CC)CC)c3c2C)C1 (stereo unspecified)
0.25 | Cc1ccc(CNC(=O)CCNC(=O)Cn2ccc3ccccc3c2=O)o1
1.6 | Nc1nc2c(s1)C(=O)CC(c1ccccc1)C2 (stereo unspecified)
-0.91 | CCOC(=O)Cn1nc(Cc2ccccc2)c2ccccc2c1=O
-0.031 | Cc1nnc(Sc2c(N)n(C)c(=O)[nH]c2=O)s1
-4.3* | O=C(NNC(=S)NC(=O)C12CC3CC(CC(C3)C1)C2)c1ccncc1
-0.86 | COC(=O)c1cc(OC)c(OC)cc1NC(=O)C(C)Sc1ccc(C)cc1 (stereo unspecified)
-0.51 | Cn1c(=O)c2c(SCc3ccccc3)nc(-c3ccco3)nc2n(C)c1=O
0.88 | O=C(Nc1ccc2ccccc2c1)c1cccnc1
0.088 | O=C(CSCc1ccccn1)Nc1ccccc1
0.13 | Cc1cc(N/C=C/C(=O)c2ccc(Br)cc2)no1
-0.91 | COc1ccc(N2CCN(Cc3nc4ccsc4c(=O)[nH]3)CC2)cc1
-0.09 | COC(=O)CSc1nnc(CNc2ccc(F)cc2)o1
2.2 | O=C(NCc1cccs1)C1CCCN(S(=O)(=O)c2ccc3c(c2)OCO3)C1 (stereo unspecified)

# Some of the compounds tested, so the mix of outcomes need not match the whole.
